# Screening results deposited in PubChem BioAssay by The Scripps Research Institute Molecular Screening Center.
# GSTO1 counter = GSTO1 inhibition, counter-screen for RBBP9 inhibitors | P78417 | hit rate 1.1% among 300,000 | inhibition, % at 5.96 µM | recombinant GSTO1, activity-based probe fluorescence polarization;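 active means inhibition above the campaign mean inhibition plus 3 SD, cut at about 35% in these data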;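 further: 0% = GSTO1-1 with DMSO and 100% = wells lacking GSTO1-1 enzyme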
# Target sequence (P78417 whole entry, looked up): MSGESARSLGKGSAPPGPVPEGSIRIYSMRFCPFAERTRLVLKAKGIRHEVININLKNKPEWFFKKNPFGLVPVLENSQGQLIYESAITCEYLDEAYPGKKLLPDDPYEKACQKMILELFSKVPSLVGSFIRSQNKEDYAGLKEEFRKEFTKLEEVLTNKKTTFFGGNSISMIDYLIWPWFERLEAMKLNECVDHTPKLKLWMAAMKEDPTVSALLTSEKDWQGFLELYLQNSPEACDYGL
# PAFAH2 FP inh = PAFAH2 (human) inhibition; Q99487; recombinant PAFAH2, FP-rhodamine activity probe, fluorescence polarization; inhibition, % at 3.39 µM; hit rate 0.99% among 340,000;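 active means inhibition above the mean over all tested compounds plus 3 SD, cut at about 30% in these data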;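 further: inhibitors block probe labeling of enzyme so polarization drops; 0% = enzyme with DMSO and 100% = wells lacking PAFAH2 protein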
# PAFAH1B2 FP inh = PAFAH1B2 (human) inhibition. recombinant PAFAH1B2, FP-rhodamine activity probe, fluorescence polarization. inhibition, % at 3.39 µM. hit rate 1.2% among 340,000. AID 492953;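 active means inhibition above the mean of all tested compounds plus 3 SD, cut at about 24% in these data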;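 further: 0% = enzyme with DMSO and 100% = wells lacking PAFAH1B2; many of its hits are not listed in these tables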
# LYPLA1 counter = counter-screen for PME1 inhibitors: inhibitors of human LYPLA1 | recombinant LYPLA1, FP-Rh probe fluorescence polarization | inhibition, % at 5.9 µM | O75608 | AID 2174 | hit rate 0.16% among 320,000;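 active means inhibition above the mean of all tested compounds plus 3 SD, set per campaign, cut at about 14% in these data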;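 further: inhibitors block serine hydrolase probe labeling of LYPLA1 so polarization falls; 0% = enzyme with DMSO and 100% = wells lacking LYPLA1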
# Target sequence (O75608 whole entry, looked up): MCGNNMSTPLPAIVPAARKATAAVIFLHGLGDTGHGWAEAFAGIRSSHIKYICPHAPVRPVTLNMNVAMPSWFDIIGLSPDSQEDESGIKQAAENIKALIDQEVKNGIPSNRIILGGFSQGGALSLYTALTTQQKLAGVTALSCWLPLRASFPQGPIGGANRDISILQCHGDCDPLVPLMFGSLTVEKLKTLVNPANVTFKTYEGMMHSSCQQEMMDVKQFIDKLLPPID
# LYPLA2 counter = counter-screen for PME1 inhibitors: inhibitors of human LYPLA2. inhibition, % at 5.9 µM. O95372. recombinant LYPLA2, FP-Rh probe fluorescence polarization. hit rate 0.38% among 320,000;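 active means inhibition above the screen-wide mean plus 3 SD, limit set per campaign, cut at about 26% in these data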;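 further: 0% = LYPLA2 with DMSO and 100% = wells lacking LYPLA2 enzyme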
# PAFAH1B3 FP inh = inhibitors of human PAFAH1B3; Q15102; recombinant PAFAH1B3, FP-rhodamine probe, fluorescence polarization; inhibition, % at 3.39 µM; hit rate 0.28% among 340,000;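 active means inhibition above the screen-wide average of all tested compounds plus 3 SD, cut at about 25% in these data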;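 further: 0% = enzyme with DMSO only and 100% = wells lacking PAFAH1B3 protein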
# PME-1 inh = PME-1 (human) inhibition; recombinant PME-1, FP-Rh probe fluorescence polarization; inhibition, % at 5.9 µM; hit rate 0.53% among 320,000; AID 2130;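 active means inhibition above the campaign mean of all compounds plus 3 SD, cut at about 26% in these data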;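 further: competitive labeling of PME-1 active site by serine hydrolase directed probe; 0% = PME-1 with DMSO and 100% = wells lacking PME-1 enzyme; inhibitors block probe labeling so polarization falls and inhibition rises; many of its hits are not listed in these tables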
# pPAFAH inh = pPAFAH (human) enzyme inhibition; Q13093; hit rate 1.5% among 330,000; inhibition, % at 3.39 µM; recombinant pPAFAH, FP-rhodamine probe fluorescence polarization;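 active means inhibition above the mean inhibition across the screen plus 3 SD, cut at about 25% in these data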;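 further: inhibitors block binding of the rhodamine activity-based probe so polarization drops; 0% = enzyme with DMSO and 100% = wells lacking pPAFAH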
# Target sequence (Q13093 whole entry, looked up): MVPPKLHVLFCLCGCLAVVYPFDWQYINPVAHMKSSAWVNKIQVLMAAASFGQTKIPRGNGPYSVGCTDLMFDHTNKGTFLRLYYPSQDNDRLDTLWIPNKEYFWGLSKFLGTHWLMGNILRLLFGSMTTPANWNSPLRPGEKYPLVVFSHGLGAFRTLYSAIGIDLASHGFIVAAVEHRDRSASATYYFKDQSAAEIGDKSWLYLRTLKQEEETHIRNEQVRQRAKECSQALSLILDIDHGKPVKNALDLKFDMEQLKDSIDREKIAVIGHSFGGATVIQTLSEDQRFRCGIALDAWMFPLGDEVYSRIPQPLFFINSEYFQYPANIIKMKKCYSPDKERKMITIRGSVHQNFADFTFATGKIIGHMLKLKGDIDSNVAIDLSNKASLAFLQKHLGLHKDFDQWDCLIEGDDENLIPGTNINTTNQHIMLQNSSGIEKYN
# PAD4 FP inh = inhibitors of human PAD4. recombinant PAD4, RCA probe fluorescence polarization. inhibition, % at 6.36 µM. hit rate 0.41% among 330,000. AID 485272;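 active means percent inhibition above a cutoff equal to the mean of all tested compounds plus 3 SD, cut at about 15% in these data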;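 further: 0% = PAD4 with RCA probe and DMSO and 100% = probe without PAD4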
# * = called active by the depositor; x = no result given. These rows are one share of the data, so the mix of outcomes need not match the whole.
SMILES,GSTO1 counter,PAFAH2 FP inh,PAFAH1B2 FP inh,LYPLA1 counter,LYPLA2 counter,PAFAH1B3 FP inh,PME-1 inh,pPAFAH inh,PAD4 FP inh
O=C(COC(=O)C12CC3CC(CC(O)(C3)C1)C2)Nc1ccc(Cl)c(S(=O)(=O)N2CCOCC2)c1,x,48*,4,x,x,12,x,4,1
CC(=O)Oc1ccc2nc(-c3cccs3)oc(=O)c2c1,-2,29,0,-4,-2,-1,-2,2,-4
O=C(Cc1cccc2ccccc12)Nc1c(F)cccc1F,-4,4,7,6,-2,4,5,0,2
COc1ccc(-c2nn(-c3ccccc3)cc2/C=N/NC(=O)c2ccc(Br)o2)cc1,-10,-33,-4,-32,-58,0,-48,-4,-2
COC(=O)CCCC(=O)N1CCCC(C(=O)c2ccc(OC)cc2C)C1 (stereo not given),7,-2,-4,0,6,8,1,3,-1
CC(=O)Nc1ccccc1NC(=O)c1ccc(C)cc1C,2,x,x,0,-5,x,3,0,-2
CC1CC(=O)Nc2ccccc2N1C(=O)Nc1ccccc1 (stereo not given),1,1,6,0,-2,5,-1,5,-2
O=C(O)c1ccc(C=C(c2nc3ccccc3s2)c2nc3ccccc3s2)cc1,-9,23,3,-2,-8,9,-5,14,3
CCN(CC(=O)Nc1ccccc1C(F)(F)F)C(=O)Cc1ccccc1,3,-3,1,-2,2,4,-2,-4,2
CCOC(=O)CSc1cc(C)nc(NC(C)=O)n1,3,3,3,-1,4,5,5,-3,3
NC(=O)C1CCN(C(=O)/C=C/c2ccccc2[N+](=O)[O-])CC1,-2,-6,-1,1,-1,-4,3,0,-4
Nc1c(N(C(=O)Nc2ccc(Cl)c(Cl)c2)C2CCCC2)c(=O)[nH]c(=O)n1Cc1ccccc1,1,-4,1,1,-2,-5,-12,5,-5
O=C(Nc1nnc(SCC(=O)N2CCCCC2)s1)c1ccc(F)cc1F,-11,7,8,-3,3,4,-12,-4,-4
Cc1ccc(-c2ccc(=O)n(CC(=O)NCc3ccco3)n2)cc1,-2,-2,7,-2,0,-2,-7,2,0
COc1cccc(NC(=O)Nc2nnc(Cc3ccccc3)s2)c1,-3,-6,-7,-8,-5,0,-4,1,-3
CCOC(=O)c1cnc2ccc(OCC)cc2c1NCc1ccccc1,1,-3,0,-1,0,-1,3,11,-3
NC(=O)CC(NC(=O)Cc1cccc2ccccc12)c1ccc(NCc2ccc(F)c(F)c2)c([N+](=O)[O-])c1 (stereo not given),-6,-12,14,-8,-11,-2,-10,0,-1
Cc1ccnc(NC(=O)c2cccc(NC(=O)CC3SC(N4CCCCC4)=NC3=O)c2)c1 (stereo not given),x,1,3,-6,-3,-3,-9,-2,-1
O=C(Nc1ccccc1C(=O)NC(Cc1ccccc1)C(=O)O)c1ccccc1 (stereo not given),-2,2,5,4,6,5,5,-1,-2
CC(=O)Nc1ccc(/C=N/NS(=O)(=O)c2cc(C)ccc2C)cc1,1,0,0,-2,0,4,-3,0,-5
CC1CN(S(=O)(=O)c2cccc(C(=O)N=c3sccn3C)c2)CC(C)O1 (stereo not given),-4,3,-1,3,1,-3,4,-3,2
CCn1c(=O)n(CC)c2cc(S(=O)(=O)N3CCOCC3)ccc21,3,0,0,1,2,9,2,-2,0
O=C(CSc1nnc(-c2ccc(Cl)cc2)o1)NNC(=O)c1ccncc1,6,3,0,1,-3,7,-5,-2,4
CCc1cc(CNC(=O)CCc2nnc(CCCc3ccccc3)o2)on1,9,2,1,-2,2,5,-6,4,-4
COc1ccc(CNC(=S)NC(C)CCc2ccccc2)cc1 (stereo not given),4,-3,4,0,-3,6,1,0,0

# In the list so far, these contain a nitro group on carbon.
SMILES,GSTO1 counter,PAFAH2 FP inh,PAFAH1B2 FP inh,LYPLA1 counter,LYPLA2 counter,PAFAH1B3 FP inh,PME-1 inh,pPAFAH inh,PAD4 FP inh
NC(=O)C1CCN(C(=O)/C=C/c2ccccc2[N+](=O)[O-])CC1,-2,-6,-1,1,-1,-4,3,0,-4
NC(=O)CC(NC(=O)Cc1cccc2ccccc12)c1ccc(NCc2ccc(F)c(F)c2)c([N+](=O)[O-])c1 (stereo not given),-6,-12,14,-8,-11,-2,-10,0,-1

# The listing continues:
SMILES,GSTO1 counter,PAFAH2 FP inh,PAFAH1B2 FP inh,LYPLA1 counter,LYPLA2 counter,PAFAH1B3 FP inh,PME-1 inh,pPAFAH inh,PAD4 FP inh
Cc1ccc(Oc2coc3cc(OC(=O)c4cccs4)ccc3c2=O)cc1,-5,-8,7,2,48*,-3,-6,4,1
O=C(Cc1noc2ccccc12)NNC(=S)Nc1ccc(Cl)cc1,-9,-6,6,2,4,2,0,12,0
COc1ccc(C2Nc3ccccc3C(=O)N2Cc2ccco2)cc1COc1ccc([N+](=O)[O-])cc1 (stereo not given),-6,-5,1,-3,-6,-3,11,5,1
CCOC(=O)c1c(/N=C/N(C)C)sc(/C=N/Nc2ccccc2)c1-c1ccccc1Cl,6,-2,-4,-4,-4,6,4,8,-5
COc1ccc(CC(=O)N2CCC(n3nccc3NC(=O)C3CCOC3)CC2)cc1 (stereo not given),2,3,-6,-1,7,0,2,4,1
O=C(c1ccccc1)n1ccn(-c2ccccc2)c1=S,-12,3,1,3,-2,6,-2,5,-1
CC(/C=C/c1ccc2c(c1)OCO2)=N/NC(=O)CNc1ccc(C)cc1,4,5,5,3,-5,7,0,1,4
COc1ccc(S(=O)(=O)Nc2ccc3c(c2)OCO3)cc1,11,5,10,4,2,3,4,1,-1
CC(=O)C1=C(O)C(=O)N(Cc2cccnc2)C1c1ccc(Cl)cc1Cl (stereo not given),-3,6,-7,1,3,0,3,6,-2
COc1cccc(/C=N/n2cnc3c(cnn3-c3ccccc3)c2=O)c1,-7,x,x,1,4,x,2,-2,3
COc1ccccc1C(=O)NC(=O)CSc1nc(C)cs1,0,-2,4,2,0,7,-2,-1,-1
COc1ccc(/C=N/NC(=O)c2cc(-c3ccc4c(c3)OCO4)n[nH]2)cc1OC,-3,-21,1,-3,-10,-13,-14,-1,5
S=c1[nH]nc(COc2ccccc2)n1/N=C/c1ccncc1,1,4,-3,0,6,-5,-1,3,-5
CCN(CC)C(=O)CSC1c2ccccc2C(=O)N1c1ccccc1 (stereo not given),0,-4,3,0,-1,1,5,0,-5
COC(=O)C(Cc1ccc(O)cc1)NC(=O)C12CC3CC(CC(C3)C1)C2 (stereo not given),-1,-1,2,1,7,7,2,6,-2
CCOc1ccc2oc(C(=O)Nc3cc(C)ccn3)c(C)c2c1,-10,-12,3,-3,0,-2,-11,5,-5
CC1=NN(c2nc(C)cc(C)n2)C(=O)C1CCC(C)C (stereo not given),35,-5,-1,-1,-3,3,2,2,-1
Cc1cc(C)nc(N=Nc2c(O)n(Cc3ccc(Cl)cc3)c3ccccc23)n1,-9,-5,-5,-9,-17,-6,-6,-1,-2
O=C1CC(=C2c3ccccc3-c3ccccc32)C(=O)N1CCN1CCN(c2cccc(Cl)c2)CC1,-2,-6,-2,0,5,1,-9,26*,-2
COc1cc(/C=N\NC(=O)c2ccc(Cn3nc([N+](=O)[O-])c(Cl)c3C)o2)ccc1O,-5,1,1,11,-10,2,10,18,-6
O=C(COC(=O)C1CC2C=CC1C2)Nc1ccccc1[N+](=O)[O-] (stereo not given),x,77*,1,x,x,11,x,13,1
COc1ccc(CCC(=O)Nc2nc3ccccc3[nH]2)cc1,-7,6,1,2,4,-8,-9,-1,-2
CC(=O)c1ccc(N2CCN(C(=S)Nc3ccccc3C(F)(F)F)CC2)cc1,2,-2,7,1,11,4,-2,11,2
Cc1ccc(CN2CC34C=CC(O3)C(C(=O)NCc3ccco3)C4C2=O)cc1 (stereo not given),1,-2,4,1,1,5,-1,8,-3
CCOC(=O)c1ccc(-n2[nH]c(-c3ccccc3)cc2=O)cc1,36*,14,7,4,9,9,9,3,40*
# (more compounds)
SMILES,GSTO1 counter,PAFAH2 FP inh,PAFAH1B2 FP inh,LYPLA1 counter,LYPLA2 counter,PAFAH1B3 FP inh,PME-1 inh,pPAFAH inh,PAD4 FP inh
COc1ccc(-n2c(=S)[nH]c3cc(C(=O)NCCCN4CCOCC4)ccc3c2=O)c(OC)c1,8,2,1,-1,6,-3,5,1,-1
COc1ccc(/C(N)=N/OC(=O)c2cccc([N+](=O)[O-])c2C)cc1OC,-4,2,-1,-5,-5,4,-10,-5,1
CN(C)c1nc(NCc2ccccc2)nc(N/N=C/c2ccc(Cl)cc2Cl)n1,4,-7,-2,1,3,-1,-3,5,-1
Cc1c(C(=O)O)oc2ccc3c(c12)C(O)CC(C)(C)O3 (stereo not given),-6,-1,7,2,-2,4,-7,1,-3
COc1ccc(S(=O)(=O)Cc2ccc(C(=O)NCCCN(C)c3ccccc3)o2)cc1,2,4,9,0,4,3,0,2,-3
CC12CCC(=O)N1C(C(=O)Nc1nnc(SCc3ccc(F)cc3)s1)CS2 (stereo not given),-2,8,10,-2,0,8,-1,16,-4
Cc1cc(OC(=O)c2cc([N+](=O)[O-])ccc2Cl)c([N+](=O)[O-])c(=O)[nH]1,7,-8,6,-4,4,9,-3,2,6
COc1ccc2cc(C3C(C#N)=C(N)OC(C)=C3C(C)=O)c(Cl)nc2c1 (stereo not given),0,1,4,2,4,3,0,-3,-5
COC(=O)N/N=C\c1cc(Br)ccc1OCc1ccccc1,-4,-7,4,-10,15,6,-4,7,0
CCc1ccc(/C(C)=N/NC(=O)C(O)c2ccccc2)s1 (stereo not given),6,-7,1,-1,-6,-4,-9,-8,-4
CCOC(=O)c1sc(SCC(=O)Nc2ccc(N(C)C)cc2)nc1N,13,8,2,0,0,3,0,9,-5
O=C(COC(=O)c1ccc[nH]c1=O)NC1CCCCCCC1,8,12,11,3,6,14,0,5,-3
NNC(=O)c1sc2cc(C(F)(F)F)cnc2c1-c1ccccn1,1,x,x,-1,2,x,-6,4,-2
CCn1c(SCc2cccnc2)nc2c1c(=O)n(C)c(=O)n2C,7,0,-4,1,3,3,10,6,-3
O=C(Cn1nnc(-c2ccc(NC(=O)c3ccccc3F)cc2)n1)NCc1ccc(F)cc1,-15,-5,-5,2,0,-9,-4,4,-5
Cc1cc(=O)oc(C)c1C(=O)NCC1CCCO1 (stereo not given),-3,-4,0,-1,-5,0,-2,-1,0
COc1ccc(CCNC2=NCCS2)cc1OC,-10,7,2,0,3,2,1,2,1
COc1cc(CCC(=O)Nc2ccc(Cl)c(C(F)(F)F)c2)cc(OC)c1OC,-8,-7,10,-8,-2,4,6,5,-5
CSCCC(NS(=O)(=O)c1ccccc1F)C(=O)NCCCn1nc(C)cc1C (stereo not given),2,6,4,3,0,3,-2,0,7
CC(C)N=C(NS(=O)(=O)NC(=O)c1ccccc1)c1ccccc1,-1,-7,3,5,6,2,0,4,-4
Cc1cc(NC(=O)c2cccc(S(=O)(=O)N3CCCCCC3)c2)no1,0,7,7,-3,4,6,3,-5,-2
CC(C)(C)Nc1nc(SCc2ccccc2)nc(N2CCOCC2)n1,-2,2,4,-1,-1,-6,-13,-2,4
COC(=O)c1cc(S(=O)(=O)N2CCC(C)CC2)ccc1F,5,-9,20,-1,6,6,-3,0,-2
Cc1cccnc1NC(=O)C1CCN(S(=O)(=O)c2ccc3c(c2)CCC(=O)N3)CC1,-1,-6,2,1,-1,1,0,-1,2
CCCCCCn1c(C(C)NC(=O)c2ccco2)nc2ccccc21 (stereo not given),-5,-1,-3,-3,3,7,-3,3,3
Cc1c(O)ccc2c(-c3ccccc3)cc(=O)oc12,-1,7,4,-3,1,10,-2,6,1
O=C(Nn1cc(C(=O)Nc2ccccc2F)c2ccccc2c1=O)c1cnccn1,6,2,1,1,2,2,-3,3,0
